Compound activity as filed in PubChem BioAssay.
D2 PAM = positively modulates the human D2 dopamine receptor allosterically | P14416 | AID 485347 | 340,000 compounds, 0.34% hits | potentiation, % at 10 µM | HEK293 T-REx D2, calcium flux, EC20 dopamine potentiation;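 active = potentiation over 3 SD above the plate norm, cut at about 30% in these data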; also: 0% is about no effect
Target sequence (P14416 whole entry, looked up): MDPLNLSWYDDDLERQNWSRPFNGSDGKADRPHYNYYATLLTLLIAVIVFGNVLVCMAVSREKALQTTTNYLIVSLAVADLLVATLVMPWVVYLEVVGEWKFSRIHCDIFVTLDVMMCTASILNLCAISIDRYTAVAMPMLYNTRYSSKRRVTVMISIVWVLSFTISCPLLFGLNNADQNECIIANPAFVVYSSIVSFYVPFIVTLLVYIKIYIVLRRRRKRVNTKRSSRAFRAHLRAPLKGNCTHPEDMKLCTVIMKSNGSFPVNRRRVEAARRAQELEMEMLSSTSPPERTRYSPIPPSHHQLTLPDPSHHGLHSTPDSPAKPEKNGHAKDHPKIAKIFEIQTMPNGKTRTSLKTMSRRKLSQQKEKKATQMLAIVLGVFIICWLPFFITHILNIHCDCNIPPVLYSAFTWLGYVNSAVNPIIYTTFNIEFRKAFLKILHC
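Potentiation of an EC20 dopamine calcium response is measured in a force-coupled, tetracycline-inducible Hek293 Trex D2 line. Compound-only kinetic reads over 180 s flag agonists before dopamine addition.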
D2 antag = antagonists of human D2 dopamine receptor; P14416; HEK293 TREx D2 cells, calcium flux, dopamine EC80; inhibition, % at 10 µM; 340,000 compounds, 2% hits; in the data active = inhibition above about 30%; also: 0% is about no effect
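In this primary screen, negative modulation is detected by tracking calcium flux after an EC80 dopamine challenge in inducible HEK293 T-REx D2 cells preexposed to test compound for 180 s.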
D1 antagonist = antagonists of human D1 dopamine receptor. P21728. HEK293 TREx D1 cells, calcium flux, dopamine EC80; active compounds read low. activity change, negative = inhibition, % at 10 µM. 360,000 compounds, 3.2% hits. AID 504652; in the data active = activity change below about -30%; also: % is scaled to controls: 0 for no effect and ±100 for the full control effect
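Calcium flux readout: force-coupled, inducible Hek293 Trex D1 line, cells induced overnight at 30 C with tetracycline, dye-loaded 30–90 min at RT. Antagonism scored against EC80 dopamine challenge given 180 s after compound.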
D1 PAM = human D1 dopamine receptor positive modulation; HEK293 TREx D1 cells, calcium flux, dopamine EC20 potentiation; P21728; potentiation, % at 10 µM; 360,000 compounds, 0.036% hits; in the data active = potentiation above about 30%; also: 0% is about no effect
D2 agonist = D2 dopamine receptor (human) agonism | P14416 | HEK293 T-REx D2 cells, calcium flux agonist mode | activation, % at 2 µM | 340,000 compounds, 0.53% hits;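 active = activation over 3 SD above normal in the single-dose calcium agonist read, cut at about 30% in these data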; also: 0% is about no effect
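Agonism is scored from calcium flux in a force-coupled, inducible HEK293 cell line expressing D2, read kinetically for 180 s after compound addition against dopamine controls.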
TRHR ag = agonists of human TRH receptor. P34981. TRHR cells, calcium flux fluo-8, FDSS agonist mode. activation, % at 2 µM. 360,000 compounds, 0.18% hits; also: 0% is about no effect
Target sequence (P34981 whole entry, looked up): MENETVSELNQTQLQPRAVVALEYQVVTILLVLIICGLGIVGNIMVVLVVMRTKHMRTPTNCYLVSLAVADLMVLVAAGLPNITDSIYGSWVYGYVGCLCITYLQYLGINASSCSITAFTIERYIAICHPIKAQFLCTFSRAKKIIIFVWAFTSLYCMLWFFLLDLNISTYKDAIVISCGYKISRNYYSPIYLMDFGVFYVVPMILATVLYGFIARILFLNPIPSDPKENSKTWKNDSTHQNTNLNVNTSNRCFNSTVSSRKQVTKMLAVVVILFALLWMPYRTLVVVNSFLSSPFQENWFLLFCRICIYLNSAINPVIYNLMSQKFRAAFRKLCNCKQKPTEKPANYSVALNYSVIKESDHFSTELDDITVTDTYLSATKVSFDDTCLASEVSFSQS
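TRHR-expressing cells, plated overnight in medium with 10% serum, were loaded with fluo-8 calcium dye at room temperature. After a 10 s baseline, library compound was pin-added and calcium release was recorded kinetically (ex 480/em 530) as agonist response.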
TRHR PAM = TRH receptor (human) allosteric enhancement. P34981. TRHR cells, fluo-8 calcium fluorescence, EC20 TRH enhancement. enhancement, % at 2 µM. 360,000 compounds, 0.66% hits; in the data active = enhancement above about 30%; also: 0% is about no effect
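TRHR-expressing cells loaded with fluo-8 calcium dye were read kinetically (ex 480/em 530) during compound addition, then stimulated with an EC20 of TRH (10 nM final). Enhancement of the Gq-mediated intracellular calcium response was scored.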
RXFP1 antagonist = antagonists of human relaxin receptor RXFP1; activity change, negative = inhibition, % at 57.5 µM; Q9HBX9; 350,000 compounds, 0.59% hits; HEK293-RXFP1, relaxin-stimulated cAMP HTRF, 30 min; active compounds read low;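 active = activity change of -60% or lower, but not beyond a set lower limit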; also: % is scaled to controls: 0 for no effect and ±100 for the full control effect
D1 ag = activates the human D1 dopamine receptor. HEK293 T-REx D1 cells, calcium flux, agonist mode. activation, % at 2 µM. 360,000 compounds, 1% hits; also: 0% is about no effect
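Inducible HEK293 T-REx D1 cells, force-coupled to calcium signalling, were plated at 4000 cells/well with tetracycline and held overnight at 30 C. After no-wash calcium dye loading, compound-evoked calcium rise over 180 s flagged agonists.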
The depositor's hits bear a star; . = no result given. Rule as the data show it, unless noted: active = activation above about 30%; inactive = the rest.

Results follow in this order: D2 PAM	D2 antag	D1 antagonist	D1 PAM	D2 agonist	TRHR ag	TRHR PAM	RXFP1 antagonist	D1 ag
#1 CC(C)CNC(=O)c1c(-c2ccccc2)c(-c2ccccc2)nn(C)c1=O
 : 2	.	-15	-2	-0.5	-0.4	-5	-16	0
#2 Cc1csc2c(=O)sc(NC(=O)c3ccco3)nc12
 : -5	-3	-8	2	-0.4	-0.1	3	5	1
#3 COC(=O)c1sccc1NC(=O)c1ccc(Cl)s1
 : -1	2	2	4	-0.5	-0.3	1	-4	2
#4 Brc1ccc(-c2cn3nc4c(nc3n2)CCCC4)cc1
 : -7	8	-7	-7	0.5	1.7	-1	1	0
#5 Cc1ccc(S(=O)(=O)N2CCN(c3ncnc4ccccc34)CC2)cc1
 : 12	-5	-15	-9	0.1	0.7	2	7	5
#6 CC(=O)Nc1nc(NC(=O)/C=C/c2ccccc2)n(-c2ccccc2)n1
 : 3	1	-23	-8	0.2	-0.8	4	-1	-1
#7 O=C(CN1C(=O)C2CC=CCC2C1=O)NCC(=O)Nc1ccc(F)c(F)c1F (stereo not drawn)
 : -8	5	5	-3	-0.4	0.5	1	8	6
#8 Cc1ccc(C)c(S(=O)(=O)C(C#N)c2nc3ccccc3nc2N2CCCC2)c1 (stereo not drawn)
 : -8	12	-8	-2	2.6	27	-2	0	34*
#9 CN1CCCC(OC(=O)c2cc(Br)ccc2Cl)C1 (stereo not drawn)
 : -14	-1	-17	-2	0.7	-0.3	5	4	5
#10 Cc1cc2c(s1)c1cnn(Cc3cccc(C(F)(F)F)c3F)c(=O)c1n2C
 : .	.	6	-4	.	-0.2	-3	.	0

The closing 3 entries of the part above lead into the next:
Results follow in this order: D2 PAM	D2 antag	D1 antagonist	D1 PAM	D2 agonist	TRHR ag	TRHR PAM	RXFP1 antagonist	D1 ag
#8 Cc1ccc(C)c(S(=O)(=O)C(C#N)c2nc3ccccc3nc2N2CCCC2)c1 (stereo not drawn)
 : -8	12	-8	-2	2.6	27	-2	0	34*
#9 CN1CCCC(OC(=O)c2cc(Br)ccc2Cl)C1 (stereo not drawn)
 : -14	-1	-17	-2	0.7	-0.3	5	4	5
#10 Cc1cc2c(s1)c1cnn(Cc3cccc(C(F)(F)F)c3F)c(=O)c1n2C
 : .	.	6	-4	.	-0.2	-3	.	0
#11 Cc1cc(C)n(CCNS(=O)(=O)c2ccccc2)n1
 : -9	4	-21	-4	-0.1	-1.0	-3	-13	7
#12 Cc1nccn1CCc1nc(N)nc(N)n1
 : 15	-17	1	-5	0.3	-0.1	5	10	3
#13 Cc1ccc(S(=O)(=O)n2ccc(OC(=O)c3cccs3)n2)cc1
 : -10	-15	-26	-4	-0.6	0.1	-6	.	30*
#14 NC(=S)NC1CCS(=O)(=O)C1 (stereo not drawn)
 : 5	-18	20	-1	1.0	0.8	4	-12	1
#15 CCCCOc1ccc(C(=O)Nc2cc(-c3cn4cccnc4n3)ccc2OC)cc1
 : -8	.	13	-1	.	-0.5	1	16	0
#16 CC(NC(=O)Nc1cccc([N+](=O)[O-])c1)(C(F)(F)F)C(F)(F)F
 : -2	2	-36*	2	7.1	0.9	3	3	26
#17 Cc1cc(NCCCn2ccnc2)n2nc(C)c(-c3ccccc3)c2n1
 : -2	11	-3	-1	0.1	-0.6	-2	5	0
#18 Cc1cc(C)cc(C(=O)Nc2ccc3[nH]c(=O)[nH]c3c2)c1
 : -2	30*	6	-3	-0.1	0.3	1	12	4
#19 O=C(COc1ccccc1)NC(=S)N1CCc2ccccc21
 : 8	-4	10	3	-0.6	-0.2	2	-9	2
#20 O=C(CC(C(=O)O)c1ccc(Cl)cc1)c1ccc(Cl)c(Cl)c1 (stereo not drawn)
 : 19	7	7	-2	0.1	-0.4	8	-17	1
#21 COc1ccc(NC(=O)CSCC(=O)Nc2ccccc2N2CCCC2)cc1
 : -2	9	-11	-11	-0.5	0.4	-1	-6	2
#22 CC1CCN(CC(=O)Nc2nn(-c3ccccc3)nc2C(N)=O)CC1
 : 14	-3	9	11	1.6	0.0	1	-17	1
#23 CC(C)CN1CCN=C1Nc1ccccc1
 : 5	26	0	-6	-0.2	1.2	1	.	1
#24 CC1CCN(C(=O)C(NS(=O)(=O)c2cccc3nsnc23)C(C)C)CC1 (stereo not drawn)
 : 2	0	9	8	0.5	-0.1	5	11	4
#25 Cc1n[nH]c(C)c1S(=O)(=O)N1CCOCC1
 : 11	-1	13	-5	-0.3	-0.7	13	-2	3
#26 O=C1Nc2ccc(Br)cc2/C1=C/C1CC=CCC1 (stereo not drawn)
 : .	-8	4	0	-0.5	-0.5	-2	-23	1
#27 Nc1c(C(=O)CSc2nccn2-c2ccc(Cl)cc2)c(=O)[nH]c(=O)n1C1CC1
 : -5	-36	9	.	0.6	-0.2	9	3	3
#28 CSCCC(NS(=O)(=O)/C=C/c1ccccc1)C(=O)NCCc1ccc(S(N)(=O)=O)cc1 (stereo not drawn)
 : 3	-1	37	1	0.0	-0.6	-10	-5	1
#29 CN(CC(=O)NCC(c1ccco1)N1CCCCC1)S(=O)(=O)c1ccc(Cl)cc1 (stereo not drawn)
 : .	.	5	3	.	2.2	10	-11	5
#30 Cc1cc(C(=O)NNC(=O)c2ccc(C)c([N+](=O)[O-])c2)c(C)o1
 : 8	0	5	-1	-0.6	0.0	-2	13	0
#31 Cc1nccc(-c2cccc(NC(=O)Nc3ccc(Cl)cc3)c2)n1
 : -6	8	-14	-1	1.2	1.3	0	-3	12
#32 Cc1cccc(N(CC(=O)Nc2cccc(Cl)c2C)S(C)(=O)=O)c1C
 : -1	.	23	-2	2.7	0.0	8	-11	4
#33 COc1ccccc1/C=N/Nc1cc(C)nc(N2CCOCC2)n1
 : -5	-19	-3	0	-1.6	-0.2	4	-16	3
#34 CC(C)n1c2ccccc2c2nnc(SCC(=O)OCN3C(=O)c4ccccc4C3=O)nc21
 : 6	1	-15	2	3.0	-1.3	9	-12	2
#35 Cc1cc(C(=O)Nc2cc(C(F)(F)F)ccc2N2CCOCC2)no1
 : -5	11	9	5	-0.6	-0.1	0	-13	2
#36 CC1=C(c2ccc(C(C)C)cc2)S(=O)(=O)NC1=NCCCN1CCN(c2ccccc2F)CC1
 : 8	.	-6	3	2.0	0.6	4	13	-2
#37 CN(c1ccccc1)S(=O)(=O)c1ccc(Cl)c(C(=O)NCC(c2ccco2)N2CCCC2)c1 (stereo not drawn)
 : 8	-9	-2	.	-0.9	0.3	-4	-9	6
#38 Cc1cc(OC(=O)c2ccccc2Br)c([N+](=O)[O-])c(=O)[nH]1
 : 8	14	-4	-6	0.6	-0.5	0	.	2
#39 CCCOc1ccc(C2C(C#N)=C(N)Oc3nc[nH]c(=O)c32)cc1OC (stereo not drawn)
 : -15	-13	0	-7	0.0	0.9	5	0	0
#40 CC(CNC(=O)c1cc(COc2c(F)cccc2F)on1)c1ccccc1 (stereo not drawn)
 : 0	1	-8	-6	-0.6	-0.3	-5	-5	2

Filtered by structure: those above with a cyano group
Results follow in this order: D2 PAM	D2 antag	D1 antagonist	D1 PAM	D2 agonist	TRHR ag	TRHR PAM	RXFP1 antagonist	D1 ag
#8 Cc1ccc(C)c(S(=O)(=O)C(C#N)c2nc3ccccc3nc2N2CCCC2)c1 (stereo not drawn)
 : -8	12	-8	-2	2.6	27	-2	0	34*
#39 CCCOc1ccc(C2C(C#N)=C(N)Oc3nc[nH]c(=O)c32)cc1OC (stereo not drawn)
 : -15	-13	0	-7	0.0	0.9	5	0	0

Going on with the list.
Results follow in this order: D2 PAM	D2 antag	D1 antagonist	D1 PAM	D2 agonist	TRHR ag	TRHR PAM	RXFP1 antagonist	D1 ag
#41 Cc1cc(Nc2ccccc2C)c2cccc(C)c2n1
 : -4	.	-30	-2	-1.8	0.4	-4	-9	17
#42 Cc1nc(SCC(=O)NCC2CCCO2)c2c3c(sc2n1)CCC3 (stereo not drawn)
 : 1	0	11	2	0.8	-0.8	-2	0	0
#43 Cc1cc(NS(=O)(=O)c2ccc(NC(=S)NC(=O)/C=C/c3ccccc3)cc2)no1
 : -11	13	2	-10	0.7	-0.8	-7	-7	2
#44 COc1cccc2[nH]c3c(Cl)ncnc3c12
 : 8	-5	-5	-3	-1.5	-0.3	5	15	2
#45 CC(=O)Nc1ccc(C(=O)OCc2ccc(Br)cc2)cc1
 : 9	-7	-18	-4	-1.0	0.6	2	4	5
#46 C=CCSC1=N/C(=C\c2ccsc2)C(=O)S1
 : 7	7	-4	-2	0.3	0.2	1	5	3
#47 c1ccc(-c2csc(=Nc3cccnc3)n2CC2CCCO2)cc1 (stereo not drawn)
 : 1	30*	13	-1	-0.7	-0.7	-7	-11	4
#48 Cc1cc(C)nc(NS(=O)(=O)c2ccc(NC(=O)C3(c4ccccc4)CCCC3)cc2)n1
 : 4	-12	-2	-4	-0.7	-1.1	-1	-1	6
#49 CN(C)S(=O)(=O)c1cccc(NC(=O)CCc2nc3cc(S(=O)(=O)N4CCOCC4)ccc3n2C)c1
 : -10	5	19	4	0.7	-0.3	-3	-11	2
#50 O=C(O)c1cccc(Nc2ccnc(Nc3cccc(C(=O)O)c3)n2)c1
 : 5	5	5	-1	1.1	-0.4	8	-2	4
#51 COc1ccc(N(C(=O)C2CSC(=O)C2)C(C(=O)NC(C)(C)C)c2ccncc2)cc1 (stereo not drawn)
 : -5	19	3	0	0.5	1.2	-1	8	-1
#52 Cc1ccc(C(c2c(C)[nH][nH]c2=O)c2c(C)[nH][nH]c2=O)cc1[N+](=O)[O-]
 : -1	14	16	-4	1.0	-0.2	-3	1	3
#53 COc1cccc(CN(C)Cc2c(O)ccc3ccccc23)c1
 : -6	14	0	.	-1.3	0.9	-2	-34	3
#54 CCN1/C(=C/c2cccc[n+]2C)Sc2ccc(OC)cc21
 : 6	-4	0	-2	5.3	1.8	2	-7	0
#55 CCOC(=O)c1c(N)c(C#N)c2n1CCCC2
 : 10	-2	3	-4	-0.1	0.0	8	-5	0
#56 O=C(CN1C(=O)COc2ccccc21)NCCCN1CCN(c2ccccc2F)CC1
 : -18	78*	-13	1	56*	-0.7	-6	28	3
#57 O=C(NNC(=O)C1CCC1)c1ccc(Br)cc1
 : -2	-1	15	-5	-1.2	-0.2	-1	13	2
